ER stress rescue: protection against thapsigargin-triggered cell killing – 384-well, CSM14.1, ATP luminescence, primary screen (AID 1222); CSM14.1 thapsigargin-induced death rescue, ATP luminescence; higher % means a stronger effect; cellular ATP content (survival), % at 20 µM, or EC50 in µM where a hit was titrated; 190,000 tested, under 10 active;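 active means EC50 below 50 µM in the dose-response confirmation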;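 further: death triggered by thapsigargin at about 15 µM added after 2 h compound pretreatment; cell ATP read after overnight thapsigargin exposure of roughly 18 to 22 hours; normalized against plate controls of thapsigargin alone and 5% DMSO vehicle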
XIAP displacement: small molecules displacing peptide from XIAP – biochemical, IAP family, fluorescence polarization (AID 1018); XIAP BIR domain, fluorescence polarization peptide displacement; higher % means a stronger effect; actives 0.007% (n = 200,000); displacement, % at 20 µM; hits with a dose series show IC50 in µM; in the data active means displacement above about 50%; further: a part of the inactive calls stands beside numbers as strong as those of hits
P. falciparum M1AAP: P. falciparum M1AAP inhibitors, biochemical, fluorogenic H-Leu-NHMec substrate, 1536-well (AID 1445); actives 0.42% (n = 220,000); inhibition, % at 30 µM, or IC50 in µM where a hit was titrated; recombinant M1AAP, H-Leu-NHMec fluorogenic kinetic assay; higher % means a stronger effect;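 active means primary inhibition above the hit cutoff, then over 50% inhibition at one or more dose response concentrations, cut at about 23% in these data, passing the limit was not always enough; inconclusive means conflicting primary data, or primary hits not chosen for dose response; inactive means low primary inhibition, or under 50% at every dose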;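 further: plate controls were DMSO full reaction for no effect and no enzyme background for full effect; strong numbers were not always called active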
Siah-1 displacement: blockers of Siah-1 interaction with plectin peptide – biochemical, fluorescence polarization, rhodamine-plectin, uHTS, primary screen (AID 1817) | Siah-1 / rhodamine-plectin peptide fluorescence polarization; higher % means a stronger effect | one-dose displacement, % at 20 µM; IC50 in µM for titrated hits | actives 0.02% (n = 290,000);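 active means displacement of at least 50% at 20 µM, with a fluorescence ratio check between 0.3 and a set limit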;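 further: plate controls were Siah plus tracer with DMSO for no effect and tracer alone without Siah for full effect; strong numbers were not always called active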
M17LAP inhibition: P. falciparum M17LAP inhibitors, primary screen, biochemical, fluorogenic H-Leu-NHMec substrate, 1536-well (AID 1619). recombinant M17LAP, H-Leu-NHMec fluorogenic kinetic assay; higher % means a stronger effect. one-dose inhibition, % at 30 µM; IC50 in µM for titrated hits. actives 0.38% (n = 220,000);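 active means compound inhibiting the enzyme by more than half at any dose during confirmatory dose-response retesting; inconclusive means strong single-dose inhibitors picked by rank but not retested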;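 further: plate controls were full reaction with DMSO carrier for no effect and no enzyme background for full effect; strong numbers were not always called active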
Lipid droplet: hepatic lipid droplet formation modulation | AID 1656 | inhibition, % at 6.5 µM | actives 0.4% (n = 240,000) | AML12 mouse hepatocytes, oleate lipid droplets, BODIPY imaging;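 active means lipid droplet intensity inhibited by at least 50%, with more than 500 cells counted; inconclusive means wells with under 300 cells, treated as cytotoxic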
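System: AML12 hepatocytes (mouse). Probe or stimulus: oleic acid at 100 µM to induce lipid droplet formation. Times: overnight treatment with compound plus oleate. Detection: Image-based BODIPY and DAPI two-channel analysis. Evaluation: percent inhibition of filter-corrected integrated lipid droplet intensity per well.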
AID2073: inhibitors of Mint1-CaV2.2 protein interaction, biochemical, HTRF (AID 2073). actives 0.19% (n = 290,000). one-dose inhibition, % at 20 µM; IC50 in µM for titrated hits. HTRF protein-protein interaction, Mint1-CaV2.2; higher % means a stronger effect; in the data active means inhibition mostly above about 51%, no sharp cut-off; inconclusive means no clear call, values can overlap the other calls; inactive means mostly below about 53%; further: some results filed as inactive read as strong as hits
HEK293 NOD2/NF-kB: NOD2 signaling inhibitors, cell-based, luminescence, uHTS, HEK293 (AID 1566); HEK293 NOD2/NF-kB luciferase reporter, luminescence; higher % means a stronger effect; inhibition, % at 4 µM, or EC50 in µM where a hit was titrated; actives 0.63% (n = 290,000); further: many of its hits are not listed in these tables
LYP phosphatase: PTPN22 lymphoid phosphatase activity blockers – biochemical, fluorescence intensity, uHTS (AID 1779); recombinant LYP phosphatase, fluorescence intensity; higher % means a stronger effect; inhibition, % at 11.5 µM, or IC50 in µM where a hit was titrated; actives 0.054% (n = 290,000);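 further: plate controls were vehicle with enzyme for no effect and no enzyme for full effect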
Lipid droplet cells 6.5 µM: recorded beside Lipid droplet, whose call it bears; cell count; measured here: cell count, cytotoxicity flag;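 cells counted across two imaged fields per well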
The depositor's hits bear a star; ? = inconclusive; / = no result given; & = joins results of further samples. Unless noted, no stated cut-off is given here; in the data, active means inhibition above about 50%; inactive means the rest. A portion of the library; count on the stated rates, not on these rows.

Value order: ER stress rescue | XIAP displacement | P. falciparum M1AAP | Siah-1 displacement | M17LAP inhibition | Lipid droplet | Lipid droplet cells 6.5 µM | AID2073 | HEK293 NOD2/NF-kB | LYP phosphatase
O=C(COC(=O)c1ccc(S(=O)(=O)N2CCCC2)cc1)NCc1ccc(F)cc1
 : 4.5% | -1.6% | 4.1% | 6.9% | 3.0% | / | / | -4.0% | 8.3% | -2.1%
CN1CCN(C(=O)c2ccccc2NC(=O)Cc2ccccc2)CC1
 : -0.4% | -2.8% | 5.9% | 4.3% | 0.6% | / | / | -10.2% | 7.3% | -9.8%
CCCS(=O)(=O)N1CCC(C(=O)N2CCN(C(=O)OCC)CC2)CC1
 : -0.2% | -0.2% | 0.2% | 4.2% | -9.0% | 3.1 | 652 | -0.9% | 20.7% | -6.0%
Cc1c(-n2c(SCC(=O)O)nnc2-c2ccccc2Cl)c(=O)n(-c2ccccc2)n1C
 : 0.3% | -43.1% | 3.7% | 1.7% | 5.8% | -0.6 | 722 | -12.8% | 0.7% | -6.5%
COCC(=O)Nc1ccc(Br)c(C)c1
 : -0.2% | -5.4% | 2.3% | 3.7% | 3.9% | -0.3 | 654 | 2.9% | -14.0% | -7.9%
COc1ccccc1NC(=O)c1ccccc1N(Cc1ccccc1)S(C)(=O)=O
 : / | / | / | -3.6% | / | -29.3 | 801 | 7.7% | -5.5% | -10.0%
COc1ccc(C(=O)O)cc1NC(=S)NC(=O)c1ccc(-c2ccc(Cl)cc2)o1
 : 0.2% | -6.3% | 11.7% | 11.5% | 14.5% | -0.1 | 666 | 10.9% | 6.9% | 0.2%
CCCCn1c(=O)[nH]c2ccccc21
 : -0.2% | -4.1% | -3.8% | 1.1% | 6.9% | / | / | -2.1% | 5.1% | -6.8%
S=C(NCc1ccncc1)Nc1ccc(Cl)c(Cl)c1
 : 4.8% | -5.3% | 1.9% | 7.9% | -0.1% | 18.1 | 650 | -25.9% | 7.1% | -4.2%
C[C@H](NC(=O)c1nc[nH]c1C(=O)NCCCCCNC(=O)OC(C)(C)C)C(=O)OCc1ccccc1
 : -4.4% | -10.9% | -12.8% | 2.2% | -0.2% | -1.2 | 685 | -2.9% | 4.2% | 1.3%
COc1cc(NC(=O)CSc2nccc(=O)[nH]2)c(C)cc1[N+](=O)[O-]
 : -1.9% | -5.0% | 4.9% | 0.5% | 5.3% | 7.3 | 689 | 7.7% | 2.8% | 1.7%
CCOc1ccccc1Nc1nnc(SCC(=O)N2CCCC2)s1
 : / | -2.1% | 2.7% | 0.4% | -1.3% | -6.2 | 666 | -1.3% | -2.2% | -1.9%
COc1ccc(/C=C/C(=O)c2ccc(O)cc2)cc1
 : -2.6% | 2.8% | 3.7% | -4.4% | -1.6% | -16.6 | 666 | 7.7% | -22.9% | 0.9%
CCCCn1c(CCNC(=O)CC)nc2ccccc21
 : -1.7% | -6.0% | -7.0% | -2.2% | -4.4% | 0.9 | 566 | 3.7% | 5.6% | -6.5%
CCC(=O)OC1(C#CCOc2ccc(OC)cc2)CCN(C)CC1
 : -3.2% | -2.7% | -0.1% | 2.4% | 1.1% | -20.0 | 739 | -0.7% | -12.7% | -4.4%
COc1ccc(N2CCN(S(=O)(=O)c3ccc4c(c3)NC(=O)C(C)C(=O)N4)CC2)cc1 (stereo not drawn)
 : / | / | / | -2.9% | / | -1.2 | 660 | -0.5% | 11.4% | -11.7%
COc1cccc(Oc2coc3cc(OC(=O)N4CCOCC4)ccc3c2=O)c1
 : 0.1% | 3.1% | -0.9% | 6.8% | 9.3% | 7.8 | 644 | 11.7% | 17.0% | -2.9%
O=C(c1ccco1)N1CCN(C(=O)c2ccccc2NS(=O)(=O)c2ccc(F)cc2)CC1
 : -1.4% | -4.8% | 11.0% | 7.4% | -6.5% | -16.0 | 733 | -1.8% | 6.0% | -6.8%
O=C(COC(=O)C1CC(=O)N(Cc2ccccc2)C1)c1ccc(F)cc1 (stereo not drawn)
 : 4.4% | -3.4% | 3.0% | 2.0% | -14.1% | -20.6 | 682 | ? | 17.4% | -7.2%
CCOC(=O)c1ncn2c1CN(C)C(=O)c1cc(F)ccc1-2
 : 1.7%&-3.2% | -6.3%&-8.0% | -2.5%&-0.8% | 2.8%&9.9% | 0.1%&12.0% | -2.1 | 743 | -18.8%&12.1% | 12.1%&8.5% | -8.7%&-1.2%

An excerpt from above, limited to LYP phosphatase, AID2073 and Lipid droplet.
structure	LYP phosphatase	AID2073	Lipid droplet
S=C(NCc1ccncc1)Nc1ccc(Cl)c(Cl)c1	-4.2%	-25.9%	18.1
COc1cccc(Oc2coc3cc(OC(=O)N4CCOCC4)ccc3c2=O)c1	-2.9%	11.7%	7.8

Going on with the list.
Value order: ER stress rescue | XIAP displacement | P. falciparum M1AAP | Siah-1 displacement | M17LAP inhibition | Lipid droplet | Lipid droplet cells 6.5 µM | AID2073 | HEK293 NOD2/NF-kB | LYP phosphatase
Cc1csc(NC(=O)Nc2ccc(Cl)cc2)n1
 : -1.5% | -3.9% | 0.5% | 7.3% | -2.6% | / | / | -5.8% | -44.1% | -5.3%
COc1ccc2c(c1)CCc1c(C(=O)NCc3ccc(F)cc3)noc1-2
 : -2.5% | -1.3% | 2.6% | 4.4% | 4.4% | -17.1 | 594 | 17.9% | -4.0% | 0.1%
CC(C)=NNC(=O)c1c(O)c2ccccc2[nH]c1=O
 : / | / | 4.2% | -7.1% | 10.9% | -6.3 | 764 | -8.1% | 3.6% | -7.0%
OCc1ccccc1O[C@@H]1O[C@H](CO)[C@@H](O)[C@H](O)[C@H]1O
 : / | / | / | -3.7% | / | 2.7 | 835 | -2.9% | 2.5% | 3.6%
O=C(NNC1=NC2(CCCC2)Cc2ccccc21)c1cccnc1
 : 1.2% | -1.6% | 8.4% | 12.8% | 6.1% | -9.6 | 698 | -2.7% | -9.1% | -1.2%
O=C(CSc1nc2[nH]ncc2c(=O)[nH]1)NCc1ccccc1
 : -1.1% | -6.3% | 3.3% | 0.4% | 16.6% | ? | / | 0.2% | 17.9% | -2.1%
COc1ccccc1CN1CC(C(=O)NCCc2ccc(Cl)cc2)CC1=O (stereo not drawn)
 : / | / | / | 9.2% | / | -6.5 | 675 | 5.5% | -7.9% | -12.0%
CCOC(=O)c1[nH]c(C)c(C(=O)NC2CCCC2)c1C
 : -0.8% | -4.7% | 4.0% | -0.4% | -3.4% | / | / | -1.7% | -9.4% | -4.8%
COc1cc(C)ccc1OCc1cc(C(=O)N(C)CCCN2CCOCC2)no1
 : / | / | / | -2.4% | / | 1.3 | 729 | -4.9% | -55.5% | -9.3%
COc1ccccc1C(=O)C1CCCN(Cc2ccc(Oc3ncccn3)cc2)C1 (stereo not drawn)
 : 1.5% | -3.6% | / | 14.7% | / | -15.2 | 684 | 15.8% | 0.2% | -4.6%
CN(C(=O)c1ccc(OC2CCN(CCc3ccccc3)CC2)cc1)C1CCOC1 (stereo not drawn)
 : -1.1% | -2.8% | 6.5% | 10.6% | 8.5% | -3.2 | 712 | 1.6% | 10.9% | -10.8%
Cc1ccc(Nc2ccc(C(N)=O)cc2[N+](=O)[O-])cc1
 : -3.6% | -3.7% | -0.3% | -5.9% | -8.0% | -6.1 | 630 | -1.3% | 2.7% | -0.2%
COC(=O)c1sccc1NC(=O)CSc1nnnn1-c1ccccc1C
 : -0.6% | -3.0% | 4.4% | -2.4% | -7.6% | 12.1 | 719 | -2.6% | 1.4% | 3.1%
CCCCCCC(=O)N/N=C/c1ccco1
 : 1.7% | -7.3% | 13.0% | 4.6% | 3.8% | -10.8 | 671 | -0.2% | 12.9% | -3.7%
COc1ccc(S(=O)(=O)N(C)CC(=O)Nc2ccccc2OC)cc1
 : 0.0% | -4.7% | -1.3% | 2.3% | 1.1% | -9.5 | 743 | 14.5% | 6.8% | -10.0%
CC(C)(C)C(=O)[C@@H]1[C@@H]2C(=O)N(c3ccc4c(c3)OCCO4)C(=O)[C@@H]2C2c3ccccc3C=CN21 (stereo partly drawn)
 : -2.0% | -5.5% | 17.0% | 0.2% | -1.3% | / | / | -12.2% | 5.7% | 0.8%
Cc1ccc(C(=O)C(C)Oc2ccc3ccc(=O)oc3c2)cc1 (stereo not drawn)
 : / | / | / | -2.1% | / | 2.2 | 795 | 10.2% | 26.6% | -6.2%
COCCCn1c(=O)c2sccc2n(Cc2cccc(F)c2)c1=O
 : / | / | / | -6.2% | / | / | / | -5.2% | 9.1% | -13.8%
COc1ccc(/C=N/Nc2cc(OC)ncn2)cc1
 : -4.5% | -3.6% | 5.1% | 5.7% | 7.9% | 12.1 | 707 | 3.4% | -157.9% | -0.3%
C=C(C)c1cccc(C(C)(C)NC(=O)NC2CC(C)(C)NC(C)(C)C2)c1
 : -0.9% | 15.3% | 1.2% | -1.1% | -9.9% | 3.0 | 670 | -4.3% | 3.4% | -7.3%

Next section:
Value order: ER stress rescue | XIAP displacement | P. falciparum M1AAP | Siah-1 displacement | M17LAP inhibition | Lipid droplet | Lipid droplet cells 6.5 µM | AID2073 | HEK293 NOD2/NF-kB | LYP phosphatase
COc1ccc(S(=O)(=O)N(C)CC(=O)NCc2ccc3c(c2)OCO3)cc1
 : / | / | / | -2.7% | / | -20.0 | 442 | 6.2% | 5.7% | -13.9%
CCN1C(=O)c2cccc3c(NC(=O)C4CCCCC4)ccc1c23
 : -0.7% | -3.2% | 1.9% | 1.4% | 15.1% | / | / | 1.3% | -3.0% | -5.7%
O=C(CN(CCc1ccccc1)S(=O)(=O)c1ccc(Br)cc1)N/N=C/c1ccccc1C(=O)O
 : 1.6% | -1.7% | 7.4% | -0.8% | 8.6% | 4.4 | 654 | 12.3% | -3.6% | 15.1%
Cc1[nH]n(-c2ccc([N+](=O)[O-])cc2)c(=O)c1/C=N/N1CCOCC1
 : -1.4% | -4.0% | 12.0% | 7.6% | 3.9% | -0.8 | 634 | -2.3% | -1.0% | 3.7%
COc1ccc(C(C(=O)NC2CCCCC2)N(C(=O)c2ccco2)c2ccccc2OC)cc1 (stereo not drawn)
 : / | / | / | 2.1% | / | / | / | 6.0% | -12.3% | 1.8%
Cc1ccc2nc(SCC(=O)Nc3cc(C(F)(F)F)ccc3N3CCOCC3)[nH]c2c1
 : -1.3% | -2.8% | 6.3% | 2.7% | 4.2% | -40.6 | 468 | -1.1% | 0.8% | -2.2%
O=C(NNC(=O)c1ccccc1-n1cccc1)c1ccc(Cl)cc1
 : 0.4% | -3.5% | 8.2% | -0.8% | 14.8% | / | / | 2.9% | -4.8% | -6.8%
COc1ccc(Br)cc1C(=O)Nc1cccc(C)c1C
 : 2.4% | 2.1% | 1.1% | 0.2% | -5.3% | -33.6 | 562 | 0.8% | 24.6% | -6.2%

High-throughput results from PubChem BioAssay.
